Screening results from PubChem BioAssay.
Pin1 inhibitor – human Pin1 inhibition. Pin1 FP peptide displacement, HiFluor488, 10 min. Potency, µM (top dose mostly 115 µM), for inactives: at the top dose activity, negative = inhibition, most hits filed as inhibitors. Q13526. actives 0.009% (n = 390,000). AID 504891; active means well fitted inhibition curve with a large enough effect in the polarisation, with a control signal flat, not every such curve was filed as active; inconclusive means small, poorly fitted or top-dose-only effect, or effect the other way, or a change in a side signal; inactive means no such curve, though single readings can be large or run the other way; the % refers to the polarisation; further: potency means the concentration at half of the fitted maximal effect; on the % scale 0 is the no-effect control and ±100 the full control effect
Target sequence (Q13526 whole entry, looked up): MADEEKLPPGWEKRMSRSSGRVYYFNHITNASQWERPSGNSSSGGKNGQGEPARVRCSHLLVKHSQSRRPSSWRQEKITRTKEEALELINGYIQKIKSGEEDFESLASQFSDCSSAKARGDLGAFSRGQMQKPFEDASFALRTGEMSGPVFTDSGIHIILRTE
JMJD2A Tudor – inhibitors of human JMJD2A Tudor domain; actives 4.4% (n = 390,000); Potency, µM (highest dose often 114 µM), for inactives: top-dose activity change, negative = inhibition, most hits filed as inhibitors; AID 504339; O75164; AlphaScreen JMJD2A-Tudor / H3K4me3 peptide binding; further: potency means the concentration at half of the fitted maximal effect; on the % scale 0 is the no-effect control and ±100 the full control effect; nearly all actives have a fitted effect of over 50% in size
G9a block – blocks human histone lysine methyltransferase G9a; G9a H3K9 monomethylation, AlphaScreen, 2 h; actives 8.8% (n = 350,000); Potency, µM (series often up to 102 µM), inactives show at the top dose activity, negative = inhibition, hits mostly inhibitors; Q96KQ7; AID 504332; further: potency means the concentration at half of the fitted maximal effect; on the % scale 0 is the no-effect control and ±100 the full control effect; nearly all actives have a fitted effect of over 75% in size
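AlphaScreen detection with an anti-monomethyl H3K9 antibody quantified product after a 2 h room-temperature reaction containing 500 nM biotinylated H3K9 peptide, 20 µM SAM and 20 nM enzyme, which had been preincubated 15 min with compound.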
BAZ2B block – inhibitors of human BAZ2B bromodomain; Q9UIF8; AlphaScreen BAZ2B-H3K14Ac peptide displacement; Potency, µM (series often up to 114 µM), for inactives: at the top dose activity change, negative = inhibition, most hits filed as inhibitors; actives 4.4% (n = 360,000); further: potency means the concentration at half of the fitted maximal effect; on the % scale 0 is the no-effect control and ±100 the full control effect; nearly all actives have a fitted effect of over 60% in size
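Inhibition is scored as reduced AlphaScreen emission. The BAZ2B/b-H3(5-23)K14Ac complex (50 nM each) in PBS pH 7.4, 0.01% Tween-20 meets compound (up to 110 uM) for 30 min at RT before bead addition.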
Tb PGK inh – T. brucei PGK inhibition. P07378. PGK/GAPDH coupled, Kinase-Glo luminescence, 60 min. Potency, µM (doses to about 57.5 µM), inactives show at the highest dose activity change, negative = inhibition, usual class: inhibitors. actives 0.043% (n = 380,000). AID 602233; further: potency means the concentration at half of the fitted maximal effect; on the % scale 0 is the no-effect control and ±100 the full control effect; nearly all actives have a fitted effect of over 60% in size
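Luminescent ATP detection (Kinase-Glo Plus) follows a 60-minute room-temperature incubation, with wells lacking PGK as controls. Buffer: 100 mM TEA (pH 7.6), 5 mM MgCl2, 0.01% Tween-20. Coupling enzyme GAPDH (100 nM final) supplies unstable 1,3-BPG in-well.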
PI4K2A inh – inhibitors of human PI4K2A; actives 0.13% (n = 420,000); activity change, negative = inhibition, % at 76.9 µM; purified PI4K2A, ADP-Glo luminescence, 1 h; hits give low values; in the data active means activity change below about -50%; inconclusive means mostly about -30% to -49%;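 further: -100% = wells without enzyme as full effect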
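Compounds are screened against recombinant PI4K2A using PI as substrate and ATP, the latter dispensed at 300 microM. Reactions run one hour at ambient temperature before ADP-Glo detection; full inhibition defined by wells lacking enzyme.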
POLH inh – inhibitors of human DNA polymerase eta; Q9Y253; recombinant Pol eta, fluorescent DNA replication assay; Potency, µM (titrated, usually from 114 µM), for the others: at the highest dose activity change, negative = inhibition, most hits filed as inhibitors; actives 1.2% (n = 390,000); AID 588591; further: potency means the concentration at half of the fitted maximal effect; on the % scale 0 is the no-effect control and ±100 the full control effect
Target sequence (Q9Y253 whole entry, looked up): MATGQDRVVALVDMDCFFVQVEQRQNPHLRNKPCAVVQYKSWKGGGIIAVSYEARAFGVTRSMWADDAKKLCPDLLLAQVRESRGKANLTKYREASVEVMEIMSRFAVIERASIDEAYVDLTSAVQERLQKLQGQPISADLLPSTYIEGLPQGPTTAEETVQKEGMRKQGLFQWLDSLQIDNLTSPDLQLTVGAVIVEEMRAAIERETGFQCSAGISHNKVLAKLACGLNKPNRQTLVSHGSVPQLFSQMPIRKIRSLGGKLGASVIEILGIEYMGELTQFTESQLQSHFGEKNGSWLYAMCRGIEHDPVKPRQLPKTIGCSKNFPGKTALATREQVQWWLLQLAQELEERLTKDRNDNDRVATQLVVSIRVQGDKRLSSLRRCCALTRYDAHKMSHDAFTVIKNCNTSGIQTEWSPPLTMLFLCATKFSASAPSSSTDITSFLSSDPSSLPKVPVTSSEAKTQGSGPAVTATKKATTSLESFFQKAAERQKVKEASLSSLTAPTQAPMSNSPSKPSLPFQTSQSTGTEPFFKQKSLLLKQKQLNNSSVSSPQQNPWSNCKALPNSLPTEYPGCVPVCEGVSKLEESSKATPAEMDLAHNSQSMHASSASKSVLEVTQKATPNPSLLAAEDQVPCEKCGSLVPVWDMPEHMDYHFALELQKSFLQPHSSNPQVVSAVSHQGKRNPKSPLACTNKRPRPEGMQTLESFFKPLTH
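Pol eta (10 nM) was preincubated with compounds for 15 min at room temperature, after which fluorescent replication substrate (50 nM final) was added to start the reaction. Fluorescence was read kinetically at 0 and 10 min.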
GLS inh – blocks human kidney-isoform glutaminase activity; O94925; GLS enzymatic activity, qHTS titration; Potency, µM (top dose mostly 45.5 µM), without a hit: at the highest dose activity change, negative = inhibition, most hits filed as inhibitors; actives 0.21% (n = 410,000); AID 624170; further: potency means the concentration at half of the fitted maximal effect; on the % scale 0 is the no-effect control and ±100 the full control effect
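Human kidney-isoform GLS in 45 mM KH2PO4 pH 8.2, 0.02% Tween-20, with compound, started with 1mM L-Glutamine (added stock). Glutamate oxidase/HRP/Amplex red coupled fluorescence read at start and after 30 min at RT.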
HP1b binding inh – blocks HP1-beta chromodomain binding to methylated histone tails; P83916; AlphaScreen HP1-beta / biotin-H3K9me3 peptide binding; Potency, µM (highest dose often 114 µM), without a hit: at the highest dose activity change, negative = inhibition, most hits filed as inhibitors; actives 0.56% (n = 390,000); AID 540317; further: potency means the concentration at half of the fitted maximal effect; nearly all actives have a fitted effect of over 70% in size; inactives centre near 23
Target sequence (P83916 whole entry, looked up): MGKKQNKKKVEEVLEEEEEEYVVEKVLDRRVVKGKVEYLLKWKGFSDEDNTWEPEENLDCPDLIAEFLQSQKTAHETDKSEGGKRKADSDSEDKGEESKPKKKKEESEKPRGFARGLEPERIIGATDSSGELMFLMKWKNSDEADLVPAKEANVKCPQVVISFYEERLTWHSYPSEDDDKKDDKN
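Compound inhibition of the preformed complex between 50 nM HP1-beta and 50 nM biotinylated H3K9me3 peptide was read by AlphaScreen. Buffer was PBS pH 7.4 with 0.01% Tween-20. Incubations ran 30 min at room temperature, with 10 ug/mL donor/acceptor beads.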
An asterisk follows results filed as active; i = inactive; ? = inconclusive; · = not tested or not shown; & = joins results of further samples; [ ] = remark or other dose. Unless noted, the call rests on the fitted dose curve; in most records, active means well fitted curve in the direction sought with a large enough effect; inconclusive means small, poorly fitted or top-dose-only effect, or another doubt; inactive means no such curve, though single readings can be large; an effect the other way counts as inactive or inconclusive.

Structure	Pin1 inhibitor	JMJD2A Tudor	G9a block	BAZ2B block	Tb PGK inh	PI4K2A inh	POLH inh	GLS inh	HP1b binding inh
CS(=O)(=O)N(CC(=O)N1CCOCC1)c1cccc([N+](=O)[O-])c1	0%	-5%	10%	-12%	-3%	3	-10%	-8%	39%[activator]
COc1ccc(NC(=O)c2ccco2)c(OC)c1	1%	-17%	-41%	7%	0%	-13	0%	14%	14%
Cc1cc(C)c2c(=O)cc(C(=O)NCCc3ccc(S(N)(=O)=O)cc3)oc2c1	4%	2%	4%[59 µM]	-14%	-7%	2	-9%	-6%	44%[activator]
O=Cc1cc(Br)c(OC(=O)N2CCOCC2)c(Br)c1	1%	-11%	-3%	-3%	-3%	14	-18%	-7%	31%
O=C1C(=O)N(CCN2CCOCC2)C(c2cccc(Cl)c2)/C1=C(/O)c1ccc2c(c1)OCO2 (centres undefined)	1%	-17%	?	-21%	5%	4	6%	14%	30%
O=C1CC(c2ccc(S(=O)(=O)NCCOc3ccccc3)cc2)CN1 (centres undefined)	-1%	-3%	11%[12.7 µM]	-1%	-8%	-1	-7%	1%	43%[activator]
CCn1c(CN2CCOCC2)nnc1SCC(=O)Nc1cccc(C)c1	-3%	-9%	41%[activator]	-17%	-4%	-3	-5%	0%	29%
Fc1c(F)c(C(F)(F)F)c(F)c(F)c1N1CCN(c2ccc3nnc(C(F)(F)F)n3n2)CC1	1%	-6%	6%[59 µM]	10%	7%	-10	?	-1%	24%
O=C(c1cc(-c2ccccc2)nc2ccccc12)N1CCc2ccccc2C1	-4%	-15%	9%[59 µM]	-1%	-3%	5	-18%	6%	13%
CCOc1ccc(-c2noc(CCC(=O)NCC3CCCO3)n2)cc1OC (centres undefined)	-9%	-7%	25%	5%	-1%	2	10%	-10%	5%
COCc1cc(=O)n2[nH]c(C(C)(C)C)cc2n1	-4%	0%	-14%	-11%	-1%	3	-9%	-8%	13%
Cc1ccc(C(=O)O)cc1NC(=S)NC(=O)c1ccc([N+](=O)[O-])cc1Cl	-1%	?	?	-24%	2%	3	-19%	-5%	-5%
O=C(c1cc2c([nH]c1=O)CCCC2)N1CCc2c([nH]c3ccccc23)C1c1ccccc1F (centres undefined)	0%	?	·	?	i	-4	-7%	0%	-6%
COCCCNC(=O)CN(Cc1ccc(Cl)cc1)S(C)(=O)=O	-7%	-5%	?	4%	·	-2	-12%	5%	36%
Cc1cc(C)c(NC(=O)C(C)n2c(=O)cc(C)c3c(C)nn(-c4ccccc4)c32)c(C)c1 (centres undefined)	-2%	-14%	8%[59 µM]	0%	-7%	1	-24%	-8%	35%
CCn1c2ccccc2c2cc(CN3CCN(C(=O)c4ccco4)CC3)ccc21	0%	35µM*	?	?	i	-13	-20%	-12%	?
CCNC(=S)Nc1cccc(Cl)c1C	-5%	-2%	19%[59 µM]	-5%	i	-4	-5%	-4%	43%[activator]
COc1cccc(/C=C2\SC(=S)N(NS(=O)(=O)c3ccccc3)C2=O)c1OC	-8%	?	40µM*	-38%	i	-6	-18%	13%	0%
Cc1cc(S(=O)(=O)N2CCC(NC(=O)C34CC5CC(CC(C5)C3)C4)CC2)ccc1-n1cnnn1	-8%	-31%	-46%[59 µM]	·	i	5	3%	-5%	10%
CC(=O)Nc1ccc(S(=O)(=O)N(C)CC(=O)OCC(=O)N2CCCCC2)cc1	1%	-9%	3%[59 µM]	-1%	i	0	-18%	5%	-5%
N/C(COc1ncn(-c2ccccc2)n1)=N\S(=O)(=O)c1ccccc1	-3%	-6%	-26%	0%	5%	1	-1%	-5%	16%
C=CCn1c2ccccc2c2nnc(SCCN3CCOCC3)nc21	-10%	-10%	·	8%	-9%	0	5%	-4%	52%[activator]
N#Cc1ccccc1NC(=O)CC1c2ccccc2Oc2ccccc21	1%	-11%	0%[59 µM]	1%	i	-2	-13%	5%	22%
CCOC(=O)C1=C(Cn2cnc3ccccc32)NC(=O)NC1c1ccc(Cl)cc1 (centres undefined)	-2%	-3%	-27%[59 µM]	-23%	2%	-3	-21%	2%	23%
COc1ccc(CNC(=O)CCSc2ccc(F)cc2)cc1OC	-4%	-9%	20%	-8%	-15%	-5	-21%	-6%	42%[activator]
CC1Oc2ccccc2C(=O)N(CC(=O)c2ccc3c(c2)OCCO3)C1=O (centres undefined)	8%	10%	86%[activator]	-3%	-7%	-2	-22%	2%	57%[activator]
Clc1cccc(Cl)c1C[n+]1ccc2ccccc2c1	?	-13%	-24%[2.33 µM]	-3%	·	3	-4%	-5%	22%
CC1(C)C(=O)OC(c2ccc([N+](=O)[O-])cc2)C(C)(C)C1=O (centres undefined)	-1%	2%	5%	15%	-7%	2	-13%	3%	24%
CCOc1ccccc1CN1CCN(C2CCC2)CC1CCO (centres undefined)	-2%	-8%	12%	8%	-4%	-10	-6%	-2%	48%[activator]
COc1ccc(NC(=O)c2ccc3c(=O)n(CC4CCCO4)c(=S)[nH]c3c2)c(OC)c1 (centres undefined)	3%	-22%	-4%	-5%	-4%	7	-15%	-5%	7%

Gathered by group, those above with an NH in an aromatic ring
Structure	Pin1 inhibitor	JMJD2A Tudor	G9a block	BAZ2B block	Tb PGK inh	PI4K2A inh	POLH inh	GLS inh	HP1b binding inh
COCc1cc(=O)n2[nH]c(C(C)(C)C)cc2n1	-4%	0%	-14%	-11%	-1%	3	-9%	-8%	13%
O=C(c1cc2c([nH]c1=O)CCCC2)N1CCc2c([nH]c3ccccc23)C1c1ccccc1F (centres undefined)	0%	?	·	?	i	-4	-7%	0%	-6%
COc1ccc(NC(=O)c2ccc3c(=O)n(CC4CCCO4)c(=S)[nH]c3c2)c(OC)c1 (centres undefined)	3%	-22%	-4%	-5%	-4%	7	-15%	-5%	7%

Other structures:
SMILES | Pin1 inhibitor | JMJD2A Tudor | G9a block | BAZ2B block | Tb PGK inh | PI4K2A inh | POLH inh | GLS inh | HP1b binding inh
CN(Cc1ccco1)C(=O)c1ccc(N2CCCC2=O)cc1 | 8% | -3% | 35%[0.501 µM] | -28% | 5% | -2 | 8% | 15% | 19%
CCCCOc1ccc(C(=O)N2CCN(CC(=O)Nc3ccc(C)cc3)CC2)cc1OC | 1% | -24% | 15% | -13% | 6% | 3 | -1% | 4% | -4%
Cc1ccccc1CS(=O)(=O)Cc1ccc(C(=O)NC2CCCCC2)o1 | -3% | -7% | 24%[59 µM] | -5% | -6% | -3 | -5% | 12% | 11%
C/C(=N\N=C(N)N)c1cccc(Cl)c1 | -5% | -12% | · | -1% | 3% | 2 | -14% | -6% | 22%
C[C@@H]1CN(CCCn2c3ccccc3c3ccccc32)C[C@H](C)N1 | · | · | -45%[12.7 µM] | -31% | · | -2 | · | 24% | ·
Nc1cccc(-c2cn(-c3cc4cc(C#CC5(O)CCCCC5)ccc4oc3=O)nn2)c1 | -14% | -26% | -25%[0.501 µM] | ? | 1% | 0 | -6% | 5% | 16%
CCN(CC)C(=O)CCc1nnc(Cc2cccc(C(F)(F)F)c2)o1 | -1% | -26% | 0% | -22% | -1% | 3 | 11% | -12% | ?
CCCN1CCN(CCCNC(=O)C(CC)n2nc(C)n3c(cc4occc43)c2=O)CC1 (centres undefined) | -3%&1% | -5%&-12% | -6% | -3%&4% | 7%&1% | 0&3 | -27%&-9% | 0%&2% | 41%&8%[activator]

Continued:
SMILES | Pin1 inhibitor | JMJD2A Tudor | G9a block | BAZ2B block | Tb PGK inh | PI4K2A inh | POLH inh | GLS inh | HP1b binding inh
Clc1ccc(-c2nnc3sc(Cc4cccs4)nn23)cc1 | -4% | -22% | 35µM* | 7% | -1% | -20 | ? | 7% | 26%
Cc1ccc(NC(=O)c2ccc(F)cc2)nc1 | -4% | -3% | -7% | -24% | -7% | -13 | -19% | 2% | 50%[activator]
Nc1ncnc2c1ncn2[C@H]1C[C@H](O)[C@@H](COP(=O)(O)O)O1 | -12% | ? | 10% | 9% | -5% | -10 | 3% | 1% | 41%[activator]
CC(OC(=O)CNC(=O)c1ccc2c(c1)OCO2)C(=O)NCCC1=CCCCC1 (centres undefined) | 2% | -8% | 6% | -5% | -3% | 13 | ? | 4% | 13%
CCCCNC(=O)Cn1c(=O)c2c(ncn2CCC(C)C)n(Cc2ccccc2)c1=O | 3% | -11% | -7%[59 µM] | 0% | -1% | 6 | -8% | -8% | 22%

A draw from above in order of length of the SMILES, low to high.
SMILES | Pin1 inhibitor | JMJD2A Tudor | G9a block | BAZ2B block | Tb PGK inh | PI4K2A inh | POLH inh | GLS inh | HP1b binding inh
Cc1ccc(NC(=O)c2ccc(F)cc2)nc1 | -4% | -3% | -7% | -24% | -7% | -13 | -19% | 2% | 50%[activator]
Clc1ccc(-c2nnc3sc(Cc4cccs4)nn23)cc1 | -4% | -22% | 35µM* | 7% | -1% | -20 | ? | 7% | 26%
CCCN1CCN(CCCNC(=O)C(CC)n2nc(C)n3c(cc4occc43)c2=O)CC1 (centres undefined) | -3%&1% | -5%&-12% | -6% | -3%&4% | 7%&1% | 0&3 | -27%&-9% | 0%&2% | 41%&8%[activator]

These rows are one share of the data, so the mix of outcomes need not match the whole.
